RPL19A TOR yeast: yeast TOR pathway RPL19A-GFP modulation | percent response vs DMSO, % at 10 µM | S. cerevisiae RPL19A-GFP strain, flow cytometry, 3 h; active compounds read low | 0.3% of 330,000 active;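 active = percent response vs DMSO below 50%; inconclusive = fewer than 70 events counted for the yeast strain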;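 also: median channel GFP fluorescence of the barcoded RPL19A-GFP strain; ratio of sample median GFP to plate DMSO average so 100% = DMSO; lower means less RPL19A-GFP as with rapamycin TOR inhibition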
AGP1-GFP MLPCN: yeast TOR pathway AGP1-GFP modulation; GFP response vs DMSO, % at 10 µM; S. cerevisiae AGP1-GFP multiplex flow cytometry, 3 h; GFP as percent of DMSO wells; 0.02% of 320,000 active;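 active = GFP response relative to DMSO above a set limit, near screen average plus 3 SD, cut at about 150% in these data; inconclusive = fewer than 70 cells counted for the yeast strain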;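 also: median GFP channel fluorescence of the gated AGP1 strain per well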
AHR act: activates the human aryl hydrocarbon receptor; P35869; AHR-responsive luciferase reporter cells, luminescence; activation, % at 5 µM; 2.5% of 320,000 active; in the data active = activation above about 47%;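 also: 0% = vehicle wells and 100% = reference agonist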
Target sequence (P35869 whole entry, looked up): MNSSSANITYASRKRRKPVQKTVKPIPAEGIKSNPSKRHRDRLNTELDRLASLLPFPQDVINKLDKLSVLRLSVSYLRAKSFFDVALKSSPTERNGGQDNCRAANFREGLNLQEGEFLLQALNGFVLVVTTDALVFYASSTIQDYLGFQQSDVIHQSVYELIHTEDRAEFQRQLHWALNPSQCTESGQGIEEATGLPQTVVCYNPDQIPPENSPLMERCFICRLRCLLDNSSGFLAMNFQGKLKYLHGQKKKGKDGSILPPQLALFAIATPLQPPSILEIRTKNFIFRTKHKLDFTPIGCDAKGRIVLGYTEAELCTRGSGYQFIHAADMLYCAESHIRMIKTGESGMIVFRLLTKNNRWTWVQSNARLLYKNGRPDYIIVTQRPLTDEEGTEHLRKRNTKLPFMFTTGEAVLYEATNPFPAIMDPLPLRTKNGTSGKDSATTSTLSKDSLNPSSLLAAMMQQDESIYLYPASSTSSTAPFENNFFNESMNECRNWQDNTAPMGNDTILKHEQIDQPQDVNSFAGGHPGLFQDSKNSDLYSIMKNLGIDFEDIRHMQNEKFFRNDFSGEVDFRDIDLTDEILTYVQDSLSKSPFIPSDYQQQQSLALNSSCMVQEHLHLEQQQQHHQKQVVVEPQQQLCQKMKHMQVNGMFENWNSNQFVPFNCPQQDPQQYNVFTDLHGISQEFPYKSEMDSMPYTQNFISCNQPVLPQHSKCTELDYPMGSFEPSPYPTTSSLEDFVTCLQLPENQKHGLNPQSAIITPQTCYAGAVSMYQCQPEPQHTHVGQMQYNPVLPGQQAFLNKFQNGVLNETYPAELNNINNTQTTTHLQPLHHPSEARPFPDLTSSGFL
LAP4 TOR yeast: modulators of TOR pathway LAP4-GFP in S. cerevisiae; S. cerevisiae LAP4-GFP multiplex, flow cytometry GFP, 3 h; median GFP as percent of DMSO wells; GFP response vs DMSO, % at 10 µM; 0.34% of 320,000 active; AID 2023;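 active = GFP response vs DMSO above a set limit, about the screen mean plus 3 SD, cut at about 150% in these data; inconclusive = under 70 cell events counted for the yeast strain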
CIT2-GFP yeast: yeast TOR pathway CIT2-GFP modulation. S. cerevisiae CIT2-GFP strain, flow cytometry, 3 h; 100 means same as DMSO wells. GFP response vs DMSO, % at 10 µM. 0.065% of 320,000 active. AID 2029;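 active = GFP response relative to DMSO above a set limit, near the screen mean plus 3 SD, cut at about 150% in these data; inconclusive = Fewer than 70 cells measured for a yeast strain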;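 also: ratio of well median GFP fluorescence to mean of DMSO wells on the plate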
Yeast superoxide: yeast age-related superoxide inhibition as caloric restriction mimetic | superoxide response (% of plate mean), % at 10 µM | AID 2690 | 0.18% of 330,000 active | S. cerevisiae aged cells, superoxide DHE fluorescence; active compounds read low;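 active = superoxide response under a set limit, about three screen SD below normal, cut at about 65% in these data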;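 also: yeast aged for seven days with compound at 30 °C before DHE staining; 100% = average MFI of all compound-treated wells on the plate with controls excluded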
Efflux pump mplx: blocks antifungal efflux pumps in multiplex yeast assay; S. cerevisiae Candida pump triplex, Nile Red efflux; inhibition, % at 10 µM; 0.44% of 330,000 active; AID 485275;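 active = plate passing quality check with inhibition over a set limit, or well fluorescence over plate mean plus 4 SD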;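 also: Nile Red retained in pooled yeast measured as flow cytometry median fluorescence; 0% = buffer negative control and 100% = Enniatin B positive control; higher means more Nile Red kept so more efflux inhibition; some compounds called inactive have numbers as strong as hits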
MEP2-GFP yeast: modulators of TOR pathway MEP2-GFP in S. cerevisiae | S. cerevisiae MEP2-GFP strain, flow cytometry GFP, 3 h; 100% = DMSO control level | GFP response vs DMSO, % at 10 µM | 0.51% of 330,000 active | AID 2016;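 active = GFP response versus DMSO above a set limit, roughly screen mean plus 3 SD, cut at about 180% in these data; inconclusive = fewer than 70 cells counted for a yeast strain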;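 also: median GFP fluorescence of the barcode-gated MEP2-GFP cells per well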
Active calls of the source: *; ? = inconclusive; . = no result given; [ ] = dose if it differs, or a comment.

SMILES	RPL19A TOR yeast	AGP1-GFP MLPCN	AHR act	LAP4 TOR yeast	CIT2-GFP yeast	Yeast superoxide	Efflux pump mplx	MEP2-GFP yeast
COc1cc(NC(=O)c2ccccc2)c(OC)cc1NC(=O)CSc1[nH]c(=O)cc(C)c1C#N	102	99	13	94	100	86	-0.1	102
O=C(c1ccc(OC2CCN(Cc3ccccn3)CC2)cc1)N1CCCC(O)C1 (stereo not drawn)	96	103	0	112	110	91	-0.1	118
O=C(O)CCC(=O)N1CCc2cc(S(=O)(=O)NCc3ccc(Cl)cc3)ccc21	100	108	0	104	114	98	-0.2	113
COC(=O)c1ccc(Cn2cc(C(F)(F)F)cc([N+](=O)[O-])c2=O)cc1	91	.	0	95	90	120	-0.1	96
Cc1oc(-c2ccccc2Cl)[n+]([O-])c1C	.	107	-4	109	110	137	0.2	106
O=S(=O)(NCCC1=CCCCC1)c1ccc(F)cc1	104	106	-1	121	97	101	0.1	102
COc1ccc(-c2nc3n(c(=O)c2C#N)CCS3)cc1OC	102	107	7	98	101	95	0.0	93
COc1ccc(-c2nnc(-c3ccc(N)cc3)o2)cc1	100	90	-2	97	102	90	0.0	101
Cc1ccc(NC(=S)N2CCN(S(C)(=O)=O)CC2)cc1	116	86	.	83	84	111	0.1	104
O=C(CCS(=O)(=O)c1ccccc1)Nc1nnc(C(F)(F)F)s1	104	103	19	92	104	91	0.1	105
O=C(COC(=O)c1ccc2c(c1)OCO2)Nc1ncc(Cl)cc1Cl	105	97	-1	93	98	102	0.3	100
CCSc1nc(C)cc(C)c1S(=O)(=O)c1ccccc1C	97	90	2	96	86	77	-0.1	98
Cc1[nH]c(=S)[nH]c(=O)c1CCC1OCCO1	102	103	1	98	103	98	0.0	104
Cc1ccc(/C=N\NC(=O)c2csnn2)cc1	95	97	49*	92	99	83	-0.2	94
COc1ccc(N2CCN(C(=O)NC(=O)c3ccccc3)CC2)cc1	96	108	1	108	106	109	-0.1	97
Cc1nc2ccc(NC(=O)c3ccc([N+](=O)[O-])cc3)cc2[nH]1	105	103	0	95	102	100	0.1	107
COc1ccc(/C=C/C(=O)Nc2sc(Cc3ccccc3)c(C)c2C(N)=O)cc1	95	96	6	85	96	93	-0.1	95
CC(=O)c1sc2nsc(SCCN3CCOCC3)c2c1N	99	114	1	111	93	107	0.0	95
O=C(N/N=C/c1c(Cl)[nH]c2ccccc12)c1ccc2c(c1)OCCO2	94	103	28	106	94	98	-0.2	101
COc1ccc(-c2c(-c3ccccc3)c(C(=O)C(=O)NCCCN(C)C)n3ccc4cc(OC)c(OC)cc4c23)cc1OC	97	103	0	107	90	109	-0.3	96
NC(=O)C1(N2CCCCC2)CCN(C(=S)Nc2ccc(F)cc2)CC1	107	117	2	105	114	98	-0.3	113
CC(NC(=O)COC(=O)C12CC3CC(CC(O)(C3)C1)C2)c1ccccc1 (stereo not drawn)	95	95	2	96	92	97	0.2	95
CN1CCN(Cc2c(C#N)c3ccccc3n2C)CC1	94	98	2	91	103	106	0.0	100
CCn1c(=O)c(CCC(=O)NCCN2CCOCC2)c(C)c2c(C)nn(-c3cccc(C)c3)c21	98	97	3	107	92	101	0.5	104
CC(=O)Nc1c2c(nn1-c1ccccc1)CS(=O)C2 (stereo not drawn)	92	91	2	94	92	87	0.1	95
O=C(/C=C/c1cccc(Cl)c1)NCc1ccccc1	96	93	-1	103	94	90	-0.2	97
Cc1cc(C)cc(NC(=O)CN2C(=O)NC(Cc3c[nH]c4ccccc34)C2=O)c1 (stereo not drawn)	95	101	17	94	94	109	0.6	98
N#CCCN(C(=O)CSc1ccc2c(c1)OCCO2)c1ccccc1	95	94	1	97	96	104	0.0	100
COc1ccc(S(=O)(=O)N(C)CC(=O)N2CCCCCC2)cc1OC	88	87	0	82	83	98	0.1	95
CCN(CC(=O)Nc1ccccc1OC)CC(=O)Nc1ccccc1-c1ccccc1	102	106	0	108	97	92	0.1	101
Oc1ccc(/C=N/NC(=S)Nc2cccnc2)c(O)c1	98	99	60*	96	88	96	0.1	96
CCN(CC(=O)Nc1ccc2c(c1)OCCO2)CC(=O)Nc1cc(C)on1	102	102	4	99	98	118	0.0	99
CCOC(=O)N1CCC(NC(=O)CN2C(=O)CSc3nc(C)cc(C)c32)CC1	102	105	-1	99	105	100	-0.1	96
COc1ccccc1N1CCN(C(=O)/C=C/c2cccc([N+](=O)[O-])c2)CC1	89	94	1	109	84	98	0.1	85
O=C(COc1cccc(C(F)(F)F)c1)N1CCN(c2ccc(O)cc2)CC1	101	98	2	94	92	120	0.2	106
COC(=O)/C=C/c1cnc[nH]1	97	89	-1	133	94	93	0.0	94
CCCCN(CC)Cc1c(O)ccc2c(-c3ccccc3)cc(=O)oc12	97	101	-1	99	98	94	0.1	98
Cc1cc(Cl)ccc1Oc1ncc(CN2CCN(c3ccccc3)CC2)s1	98	101	2	95	104	105	0.5*	99
COC(=O)c1ccccc1NC(=O)c1ccccc1OC	?	?	5	?	?	106	-0.1	?
CC(C)OP(=O)(OC(C)C)C(Nc1ccccc1)c1cccc2c1OCO2 (stereo not drawn)	112	110	4	106	107	106	0.6	116
CN(C)c1ccc(C(=O)Nc2ccc(O)c3c(=O)cc(-c4ccccc4Cl)oc23)cc1	110	96	8	120	82	103	-0.1	101
CC(C)c1nnc(NC(=O)CCC(=O)N2CCN(c3cccc(Cl)c3)CC2)s1	98	99	3	99	96	118	0.6	104
Cc1ccc(S(C)(=O)=O)cc1C(=O)Nc1cccc(S(=O)(=O)N2CCCCCC2)c1	99	100	0	99	105	118	0.0	100
CC(C)OCCCNC(=O)CNC(=O)c1cccs1	88	87	1	94	89	95	0.0	99
c1cc2c(cc1C1=NNC(=NC3CC3)SC1)OCCO2	98	98	-7	117	101	102	-0.1	89
Cc1ccccc1OC(C)C(=O)Nc1ccc(S(=O)(=O)N2CCCC2)cc1 (stereo not drawn)	99	98	-1	103	104	106	-1.0	98
CN(C)CCCSc1nc(-c2ccccc2)nc2c1CCC2	110	100	1	95	99	161	0.4	100
O=C(Nc1ccccc1F)c1ccc(-n2cncn2)nc1	95	87	1	98	93	100	0.0	102
CCCCNC(=S)NNC(=O)c1ccc(Br)o1	95	108	1	122	90	129	0.1	111
O=C(Oc1ccc(-c2cnc3ccccc3n2)cc1)c1ccc(Cl)c([N+](=O)[O-])c1	106	102	3	106	104	97	0.0	115

More structures.
SMILES	RPL19A TOR yeast	AGP1-GFP MLPCN	AHR act	LAP4 TOR yeast	CIT2-GFP yeast	Yeast superoxide	Efflux pump mplx	MEP2-GFP yeast
O=C(C#Cc1ccccc1)Nc1ccc(F)cc1	102	86	-4	86	101	112	0.1	98
C=CCNc1nc(-c2ccc3c(c2)OCCO3)cs1	106[may fluoresce green]	102[may fluoresce green]	13	125[may fluoresce green]	102[may fluoresce green]	95	-0.6	136[may fluoresce green]
Cc1ccc(N(C(=O)c2csnn2)C(C(=O)NC(C)(C)C)c2cccnc2)cc1 (stereo not drawn)	94	88	0	84	94	104	-0.2	92
O=c1oc2cc(O)ccc2c2oc3cc(O)ccc3c12	99	94	0	100	98	92	-0.2	97
O=C(CC(=O)c1ccccc1)Nc1ccccn1	97	95	.	100	96	100	-0.1	107
COc1cc(SC)ccc1C(=O)Nc1ccccn1	93	90	12	87	78	98	0.2	100
O=C(c1ccc(Br)o1)N1CCN(c2ccc3nnc(-c4ccccc4)n3n2)CC1	99	97	31	102	95	91	-0.3	96
CCOC(=O)NC(=S)c1ccc[nH]1	107	97	3	95	100	84	0.1	98
CCC(C)NC(=O)CSc1nc2ccccc2c(=O)n1-c1c(C)n(C)n(-c2ccccc2)c1=O (stereo not drawn)	104	105	0	97	100	90	0.0	105
Cc1cc(C(=O)COC(=O)CCCN2C(=O)c3ccccc3C2=O)c(C)n1C	100	107	-2	98	107	102	0.1	100

Quoted at random: 2 records from the list, in no set order.
SMILES	RPL19A TOR yeast	AGP1-GFP MLPCN	AHR act	LAP4 TOR yeast	CIT2-GFP yeast	Yeast superoxide	Efflux pump mplx	MEP2-GFP yeast
CCOC(=O)NC(=S)c1ccc[nH]1	107	97	3	95	100	84	0.1	98
O=C(CC(=O)c1ccccc1)Nc1ccccn1	97	95	.	100	96	100	-0.1	107

New compounds follow
SMILES	RPL19A TOR yeast	AGP1-GFP MLPCN	AHR act	LAP4 TOR yeast	CIT2-GFP yeast	Yeast superoxide	Efflux pump mplx	MEP2-GFP yeast
CS(=O)(=O)N(Cc1ccccc1F)c1ccccc1	94	90	0	88	84	102	0.1	93
CC(=O)c1ccc(S(=O)(=O)NCCC(=O)OC(C)C(=O)Nc2ccc(F)cc2)cc1 (stereo not drawn)	100	108	3	101	101	99	0.0	105
Cc1ccc(S(=O)(=O)N2CCCCC2)cc1NC(=O)Cn1c(=O)cnc2ccccc21	109	107	11	108	105	109	0.2	110
COC(=O)c1c(NC(C)=O)sc(C)c1C	97	99	-2	104	101	100	0.0	114
O=C(NNS(=O)(=O)c1ccc(F)cc1F)c1csc(-c2cccnc2)n1	95	99	37	106	91	97	0.1	94
CC1(C)CC(=O)c2sc(N)nc2C1	101	102	0	98	107	98	-0.1	103
CSCCC(=O)N1CCC(n2nccc2NC(=O)c2ccc3c(c2)OCO3)CC1	85	98	26	97	100	96	0.0	90

Structural class: the entries above containing fluorine
SMILES	RPL19A TOR yeast	AGP1-GFP MLPCN	AHR act	LAP4 TOR yeast	CIT2-GFP yeast	Yeast superoxide	Efflux pump mplx	MEP2-GFP yeast
COC(=O)c1ccc(Cn2cc(C(F)(F)F)cc([N+](=O)[O-])c2=O)cc1	91	.	0	95	90	120	-0.1	96
O=S(=O)(NCCC1=CCCCC1)c1ccc(F)cc1	104	106	-1	121	97	101	0.1	102
O=C(CCS(=O)(=O)c1ccccc1)Nc1nnc(C(F)(F)F)s1	104	103	19	92	104	91	0.1	105
NC(=O)C1(N2CCCCC2)CCN(C(=S)Nc2ccc(F)cc2)CC1	107	117	2	105	114	98	-0.3	113
O=C(COc1cccc(C(F)(F)F)c1)N1CCN(c2ccc(O)cc2)CC1	101	98	2	94	92	120	0.2	106
O=C(Nc1ccccc1F)c1ccc(-n2cncn2)nc1	95	87	1	98	93	100	0.0	102
O=C(C#Cc1ccccc1)Nc1ccc(F)cc1	102	86	-4	86	101	112	0.1	98
CS(=O)(=O)N(Cc1ccccc1F)c1ccccc1	94	90	0	88	84	102	0.1	93
CC(=O)c1ccc(S(=O)(=O)NCCC(=O)OC(C)C(=O)Nc2ccc(F)cc2)cc1 (stereo not drawn)	100	108	3	101	101	99	0.0	105
O=C(NNS(=O)(=O)c1ccc(F)cc1F)c1csc(-c2cccnc2)n1	95	99	37	106	91	97	0.1	94
